Bioassay records (PubChem)
Tb PYK inh: qHTS of Trypanosoma Brucei Inhibitors; pyruvate kinase (Trypanosoma brucei), Q57TT1; 410,000 compounds, 0.12% hits; Potency, µM (highest dose often 76.8 µM), for inactives: at the top dose activity, negative = inhibition, most hits filed as inhibitors; TbPYK enzyme, Kinase-Glo Plus ATP luminescence, 45 min; further: potency means the concentration at half of the fitted maximal effect; on the % scale 0 is the no-effect control and ±100 the full control effect; nearly all actives have a fitted effect of over 50% in size
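Luminescent Kinase-Glo Plus end-point after 45 min room-temperature reaction of T. brucei pyruvate kinase started with 130 uM ADP (final). Buffer TEA 50 mM pH 7.2 with KCl, MgCl2, BSA, Tween-20; titration-based qHTS with fitted concentration-effect curves.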
Shiga toxin inh: A qHTS for Small Molecule Inhibitors of Shiga Toxin. inhibition, % at 38.7 µM. AID 2315, 2010. 290,000 compounds, 9.2% hits. Vero cells, Shiga toxin protein synthesis inhibition reporter; in the data active means inhibition mostly above about 28%, no sharp cut-off; inactive means mostly below about 43%; further: 0% is about no effect
AmpC inh no detg: qHTS Inhibitors of AmpC Beta-Lactamase (assay without detergent). P00811. AmpC nitrocefin hydrolysis, absorbance 480 nm, 0.0001% Triton. Potency, µM (series often up to 57.1 µM), for inactives: at the top dose activity change, negative = inhibition, most hits filed as inhibitors. 330,000 compounds, 0.52% hits. AID 485341, 2010;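 further: potency means the concentration at half of the fitted maximal effect; plate controls were no compound for no effect and no enzyme for full effect; nearly all actives have a fitted effect of over 20% in size; some results filed as inactive show a strong effect at the top dose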
Target sequence (P00811 whole entry, looked up): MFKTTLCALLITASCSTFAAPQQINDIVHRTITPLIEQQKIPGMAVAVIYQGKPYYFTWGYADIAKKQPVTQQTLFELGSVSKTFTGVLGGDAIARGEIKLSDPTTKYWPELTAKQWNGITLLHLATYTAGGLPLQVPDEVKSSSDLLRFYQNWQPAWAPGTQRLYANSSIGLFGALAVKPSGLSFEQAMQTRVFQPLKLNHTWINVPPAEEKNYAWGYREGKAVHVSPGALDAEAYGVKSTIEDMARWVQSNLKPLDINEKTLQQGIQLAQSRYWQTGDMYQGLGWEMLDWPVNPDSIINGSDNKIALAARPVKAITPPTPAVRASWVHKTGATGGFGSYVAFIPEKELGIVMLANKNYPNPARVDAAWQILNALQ
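20 mM phosphate pH 7.0 + 0.01% (detergent screen) or 0.0001% Triton X-100; 5.3 nM AmpC reagent; cpd preinc 15 min RT; nitrocefin (800 uM stock) to start; A480 q20 s × 4 min; Activity was normalised to no-enzyme and no-compound control wells.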
CHX counter: Cycloheximide Counterscreen for Small Molecule Inhibitors of Shiga Toxin | cell reporter, cycloheximide protein synthesis inhibition counterscreen | AID 2314, 2010 | max response, % | 300,000 compounds, 12% hits; in the data active means max response mostly above about 13%, no sharp cut-off; inactive means mostly below about 14%; further: read at 38.3 µM for the half of the compounds with a filed dose; 0% is about no effect
Pf growth 96h: Primary qHTS for delayed death inhibitors of the malarial parasite plastid, 96 hour incubation | AID 504834, 2011 | P. falciparum luciferase reporter growth, 96 h | 320,000 compounds, 6.9% hits | Potency, µM (titrated, usually from 28.7 µM), for the others: at the highest dose activity change, negative = inhibition, actives largely listed as inhibitors; further: potency means the concentration at half of the fitted maximal effect; on the % scale 0 is the no-effect control and ±100 the full control effect
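Plates of compound plus infected erythrocytes (2% hematocrit, 0.05% parasitemia final) incubate 96 hours, 37 C, 5% CO2. Detection reagent added; reduced luminescence from the parasites' luciferase reporter flags inhibition.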
Pf growth 48h: Primary qHTS for delayed death inhibitors of the malarial parasite plastid, 48 hour incubation; P. falciparum luciferase growth in erythrocytes, 48 h; 310,000 compounds, 5.9% hits; Potency, µM (top dose mostly 28.7 µM), without a hit: top-dose activity change, negative = inhibition, actives largely listed as inhibitors; further: potency means the concentration at half of the fitted maximal effect; on the % scale 0 is the no-effect control and ±100 the full control effect
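In quantitative HTS format, infected erythrocytes bearing luciferase-reporter parasites were treated for a single generation at 37 C. Luminescence after adding detection reagent served as the growth measure.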
LmPK inh: qHTS Assay for Inhibitors of Leishmania Mexicana Pyruvate Kinase (LmPK); Q27686; purified LmPK, Kinase-Glo ATP luminescence, 1 h; Potency, µM (top dose mostly 57.5 µM), without a hit: at the top dose activity change, negative = inhibition, usual class: inhibitors; 290,000 compounds, 0.37% hits; further: potency means the concentration at half of the fitted maximal effect; on the % scale 0 is the no-effect control and ±100 the full control effect
Target sequence (Q27686 whole entry, looked up): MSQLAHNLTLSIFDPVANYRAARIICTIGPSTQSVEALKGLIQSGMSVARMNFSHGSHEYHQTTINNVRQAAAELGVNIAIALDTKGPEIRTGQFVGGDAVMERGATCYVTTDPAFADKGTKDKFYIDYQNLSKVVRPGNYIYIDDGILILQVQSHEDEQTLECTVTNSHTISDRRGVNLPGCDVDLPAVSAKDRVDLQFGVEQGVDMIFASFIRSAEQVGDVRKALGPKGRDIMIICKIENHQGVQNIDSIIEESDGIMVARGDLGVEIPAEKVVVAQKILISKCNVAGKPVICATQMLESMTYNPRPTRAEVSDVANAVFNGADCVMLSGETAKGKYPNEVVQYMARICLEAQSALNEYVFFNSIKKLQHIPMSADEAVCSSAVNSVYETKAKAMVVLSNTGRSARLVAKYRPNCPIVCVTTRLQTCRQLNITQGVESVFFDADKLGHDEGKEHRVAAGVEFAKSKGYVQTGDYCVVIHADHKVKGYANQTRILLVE
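Screened at intermediate enzyme activity to detect both inhibitors and activators: LmPK at 0.1 nM, with a 0.5 nM enzyme column as activation reference. PEP 0.5 mM, ADP 0.1 mM; ATP detected by luminescence after 1 h.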
The depositor's hits bear a star; ? = inconclusive; · = not tested or not shown; [ ] = remark or other dose. Unless noted, the call rests on the fitted dose curve; in most records, active means well fitted curve in the direction sought with a large enough effect; inconclusive means small, poorly fitted or top-dose-only effect, or another doubt; inactive means no such curve, though single readings can be large; an effect the other way counts as inactive or inconclusive. Rows were taken by chance; overall some 22% were active at least once.

cpd	compound	Shiga toxin inh	CHX counter	Pf growth 48h	AmpC inh no detg	LmPK inh	Pf growth 96h	Tb PYK inh
1	COc1cc(/C=c2\sc3n(c2=O)C(c2ccccc2)C(c2ccccc2)=NN=3)ccc1O (stereo not drawn)	-22	-4	4.7µM*	-7%	-6%	4.1µM*	0%
2	Cc1ccc(NC(=O)NNC(=O)c2snnc2C)cc1	-8	11	35%[activator]	-6%	-5%	21%	-2%
3	C#CCOCCOCCOCCNc1nc(N2CCN(C(=O)[C@H](CCC(=O)O)n3cc(C(N)Cc4ccc(O)cc4)nn3)CC2)nc(N2CCN(C(=O)[C@H](CCC(=O)O)n3cc(C(N)CC(C)C)nn3)CC2)n1 (stereo partly drawn)	-12	-3	15%	143%[activator]	-3%	5%	3%
4	Cc1ccc(-c2noc(=O)n2CC(=O)c2ccc(Cl)cc2)cc1	12	0	?	-28%	1%	0%	-4%
5	Cc1ccc(NC(=O)COC(=O)c2cccc3c2C(=O)c2ccccc2C3=O)c(C)c1	-10	-4	?	-22%	-1%	?	-4%
6	NC(=O)COC(=O)c1cc(S(=O)(=O)N2CCN(c3ccccc3)CC2)ccc1Cl	-10	-1	30%[activator]	-4%	3%	-2%	-8%
7	Nc1nc(COC(=O)C2CC(=O)N(Cc3ccccc3Cl)C2)nc(Nc2ccccc2)n1 (stereo not drawn)	·	·	7%	0%	·	6%	-2%
8	COc1ccccc1NC(=S)NCc1ccccn1	-9	16	-4%	-17%	1%	104%[activator]	-11%
9	COc1ccc(-c2noc(CSc3nc(-c4ccccc4)cc(=O)[nH]3)n2)cc1OC	-11	4	14%	-10%	5%	15%	2%
10	O=C(CCCCCCCCCCCCC1CCCC1)Nc1ccc(S(=O)(=O)c2ccc(NC(=O)CCCCCCCCCCCCC3CCCC3)cc2)cc1	·	·	-20%	·	·	?	-9%
11	CCCSc1nc2c(c(=O)[nH]c(=O)n2C)n1CCc1ccccc1	14	-5	5%	-17%	-2%	?	-3%
12	O=C(COC(=O)C1CCN(S(=O)(=O)c2ccc(Cl)c(C(F)(F)F)c2)CC1)NCc1ccco1	·	·	17%	-2%	·	1%	2%
13	CC1CCN(C(=O)CCN2C(=O)C3C4C=CC(C4)C3C2=O)CC1 (stereo not drawn)	-7	-2	23%	-2%	6%	13%	-5%
14	COc1ccc2nccc(C(N)=O)c2c1	-5	-1	21%	-3%	4%	0%	2%
15	COc1ccc(C(=O)NCc2oc(-c3ccccc3)cc2C(=O)O)cc1	-6	-2	-3%	-21%	12%	·	-6%

One compound at a time, as listed above.
`COc1ccc2nccc(C(N)=O)c2c1` reads Shiga toxin inh: -5; CHX counter: -1; Pf growth 48h: 21%; AmpC inh no detg: -3%; LmPK inh: 4%; Pf growth 96h: 0%; Tb PYK inh: 2%
`COc1ccc(C(=O)NCc2oc(-c3ccccc3)cc2C(=O)O)cc1` reads Shiga toxin inh: -6; CHX counter: -2; Pf growth 48h: -3%; AmpC inh no detg: -21%; LmPK inh: 12%; Pf growth 96h: ·; Tb PYK inh: -6%

(list continues)
cpd	compound	Shiga toxin inh	CHX counter	Pf growth 48h	AmpC inh no detg	LmPK inh	Pf growth 96h	Tb PYK inh
16	COc1ccc(CCNC(=O)C2CCCN(S(=O)(=O)c3cnc[nH]3)C2)cc1OC (stereo not drawn)	-4	-7	·	-10%	5%	13µM*	-2%
17	CC1CCc2cc(F)ccc2N1C(=O)CCC(=O)O (stereo not drawn)	-3	-2	12%	-11%	0%	87%[activator]	7%
18	CCOC(=O)c1sc(NC(=S)NC(=O)C2CC2)cc1C	29	20	?	-7%	8%	?	-9%
19	N#Cc1ccc(-c2ccc(F)cc2)nc1Oc1ccccc1	-15	0	49%[activator]	-9%	4%	44%[activator]	-4%
20	Cc1onc(-c2c(Cl)cccc2Cl)c1C(=O)N1CCN(Cc2ccccc2)CC1	8	-6	?	108%[activator]	6%	?	-1%
21	N#Cc1ccc(OCC(=O)Nc2ccncc2)cc1	2	6	?	3%	1%	5%	1%
22	CCOC(=O)c1n[nH]n2c1nc(=O)c1ccccc12	-15	-4	?	-14%	4%	?	-4%
23	O=C(NCc1ccccn1)c1cccc(NS(=O)(=O)c2ccccc2F)c1	-3	-2	17%	-27%	4%	?	-2%
24	COc1ccc(OCCCC(=O)NCC(C)C)cc1	-23	-3	·	-1%	6%	-2%	1%
25	O=[N+]([O-])c1ccccc1S(=O)(=O)NCCSCc1ccco1	·	·	-27%	-34%	·	?	-7%
26	COc1ccc(OC)c(-n2c(-c3ccc(S(C)(=O)=O)cc3)cc(C=O)c2C)c1	16	2	12µM*	81%[activator]	2%	?	-16%
27	COCCNC(=S)NCc1cccs1	4	-3	2%	-16%	2%	-11%	-11%
28	CC(=O)c1c(C)nc(-c2ccc(OCC(=O)Nc3ccccc3)cc2)n1O	-6	-1	?	-33%	-3%	-20%	-8%
29	COC(=O)c1cn(C(=O)c2ccccc2Cl)c2ccccc12	2	-1	-3%	-13%	-1%	474%[activator]	-2%
30	CC(C)C[C@H](NC(=O)[C@@H]1CCCN1C(=O)[C@@H](N)Cc1ccc(O)cc1)C(=O)NCC(N)=O	-6	0	-2%	-50%	1%	2%	-2%
31	Cc1ccc(-n2nc(C(=O)NCc3ccc(C)o3)c3c4ccccc4n(C)c3c2=O)cc1	12	6	·	-2%	9%	?	-1%
32	O=C(N1CCN(c2ccccc2F)CC1)C12CC3CC(CC(C3)C1)C2	-16	-3	?	8%	1%	-10%	5%
33	CNS(=O)(=O)c1cccc(C(=O)OCC(=O)N2CC(C)OC(C)C2)c1 (stereo not drawn)	-7	2	14%	-13%	5%	25%	2%
34	Cc1ccccc1CNC(=O)C(=O)NCC1CCCN1S(=O)(=O)c1cccs1 (stereo not drawn)	·	·	?	-22%	·	?	-2%
35	CC(C)(C)c1ccc(C(=O)CCC(=O)OCC(=O)NCCc2ccc(S(N)(=O)=O)cc2)cc1	·	·	-25%	33%	·	?	4%
36	CC1(C)[C@@H]2CC[C@]1(C)[C@@H](OC(=O)CSC#N)C2	·	·	-12%	·	·	-19%	-4%
37	CN1CCN(C(=O)Cc2ccccc2)CC1	0	1	8%	-13%	0%	25%	-2%
38	CCO[C@@H]1OC(C(=O)O)=C[C@H](c2csc3ccccc23)[C@H]1CCCO	-19	9	3%	-14%	0%	-1%	1%
39	O=C1C2CC=CCC2C(=O)N1c1ccc(NCCc2ccc(Cl)cc2)c([N+](=O)[O-])c1 (stereo not drawn)	6	-3	2%	-36%	-2%	323%[activator]	-5%
40	CCN(CCNC(=O)C1CCCN(c2ncnc3c2nc2n3CCCCC2)C1)Cc1ccccc1 (stereo not drawn)	1	-2	?	92%[activator]	1%	10µM*	3%
41	Cc1cc(Br)c(Cl)cc1NC(=O)CN1C(=O)C2C3CC(c4ccccc4)C(C3)C2C1=O (stereo not drawn)	18	1	?	-15%	3%	-13%	-7%
42	O=C(Nc1ccccc1F)n1ncc2cc(Cl)ccc21	26	12*	39%[activator]	-11%	0%	37%[activator]	3%
43	CCC(N)C12CC3CC(CC(O)(C3)C1)C2 (stereo not drawn)	2	-3	-10%	-5%	-5%	-31%	2%
44	CN(C)S(=O)(=O)N1CCN(c2cc(Cl)ccc2Cl)CC1	1	-3	34%[activator]	23%	1%	24%	-6%
45	CCC(C)NC(=O)CNC(=O)Cn1c(C)cc2ccccc2c1=O (stereo not drawn)	-5	-1	-8%	-18%	-8%	-4%	4%

By substructure, the compounds so far containing fluorine.
cpd	compound	Shiga toxin inh	CHX counter	Pf growth 48h	AmpC inh no detg	LmPK inh	Pf growth 96h	Tb PYK inh
12	O=C(COC(=O)C1CCN(S(=O)(=O)c2ccc(Cl)c(C(F)(F)F)c2)CC1)NCc1ccco1	·	·	17%	-2%	·	1%	2%
17	CC1CCc2cc(F)ccc2N1C(=O)CCC(=O)O (stereo not drawn)	-3	-2	12%	-11%	0%	87%[activator]	7%
19	N#Cc1ccc(-c2ccc(F)cc2)nc1Oc1ccccc1	-15	0	49%[activator]	-9%	4%	44%[activator]	-4%
23	O=C(NCc1ccccn1)c1cccc(NS(=O)(=O)c2ccccc2F)c1	-3	-2	17%	-27%	4%	?	-2%
32	O=C(N1CCN(c2ccccc2F)CC1)C12CC3CC(CC(C3)C1)C2	-16	-3	?	8%	1%	-10%	5%
42	O=C(Nc1ccccc1F)n1ncc2cc(Cl)ccc21	26	12*	39%[activator]	-11%	0%	37%[activator]	3%

Next section:
cpd	compound	Shiga toxin inh	CHX counter	Pf growth 48h	AmpC inh no detg	LmPK inh	Pf growth 96h	Tb PYK inh
46	COc1ccc(/C=C/C(=O)NC(=S)NNC(=O)Cc2cccs2)cc1OC	-3	-2	·	-8%	-1%	?	-1%
47	Nc1c(-c2ccccc2)c(CSc2nc3ccccc3[nH]2)nn1-c1ccc(C(=O)O)cc1	-8	1	7%	-11%	-1%	10%	-25%
48	Cc1cccc(C)c1NC(=S)N(C)CCc1ccccn1	-7	-3	-2%	-12%	-4%	21%	-9%
49	COc1ccccc1N1CCN(S(=O)(=O)CCNC(=O)c2ccccc2Br)CC1	-5	-1	15%	48%	3%	12%	-6%
50	Cc1cccc(-c2noc(-c3ccc(F)cc3)n2)c1	152*	71*	298%[activator]	2%	-10%	·	-11%
51	c1ccc(Cn2nnnc2-c2ccco2)cc1	-8	-2	14%	-6%	1%	4%	-4%
52	C/C(CC(=O)Nc1ccc2c(c1)OCCO2)=N\NC(=O)Cc1ccccc1	9	2	9%	-12%	-11%	0%	0%
53	O=C(C1CCCN(S(=O)(=O)c2ccc(Br)s2)C1)N1CCCCCC1 (stereo not drawn)	2	12	?	·	6%	23%	-4%
54	C=C(C)Cc1c(C)c(C#N)c2[nH]c3ccccc3n2c1=O	19	-1	14%	-30%	1%	-16%	-9%
55	CCc1nc(SCC(=O)Nc2ccc([N+](=O)[O-])cc2)n[nH]1	-10	-2	29%	-14%	0%	-28%	2%
56	O=C(c1ccc(-c2ccccc2Cl)o1)N1CCN(S(=O)(=O)c2cccs2)CC1	·	·	6%	-27%	·	?	4%
